Screening results deposited in PubChem BioAssay by Sanford-Burnham Center for Chemical Genomics.
HEK293 NOD2/NF-kB: NOD2 signaling inhibitors, cell-based, luminescence, uHTS, HEK293 (AID 1566); HEK293 NOD2/NF-kB luciferase reporter, luminescence; higher % means a stronger effect; inhibition, % at 4 µM, or EC50 in µM where a hit was titrated; 0.63% of 290,000 active; also: many of its hits are not listed in these tables
PMI inhibition: human PMI inhibitors, high substrate, primary screen, biochemical, fluorescence intensity, high mannose 6-phosphate (AID 1220). 0.66% of 190,000 active. recombinant PMI enzyme, coupled fluorescence intensity; higher % means a stronger effect. inhibition, % at 20 µM, or IC50 in µM where a hit was titrated
XIAP antagonists: small molecules displacing peptide from XIAP – biochemical, IAP family, fluorescence polarization (AID 1018) | 0.007% of 200,000 active | displacement, % at 20 µM, or IC50 in µM where a hit was titrated | XIAP BIR domain, fluorescence polarization peptide displacement; higher % means a stronger effect; in the data active = displacement above about 50%; also: a part of the inactive calls stands beside numbers as strong as those of hits
KOR beta-arrestin-1: kappa opioid receptor activators – cell-based, luminescence, uHTS, primary screen (AID 1777) | KOR beta-arrestin recruitment, luminescence; higher % means a stronger effect | activation, % at 10 µM, or EC50 in µM where a hit was titrated | 0.02% of 280,000 active; in the data active = activation above about 50%, passing the limit was not always enough; also: a part of the inactive calls stands beside numbers as strong as those of hits
PMI inhibitors: inhibitors of human PMI, primary screen, biochemical, fluorescence intensity, coupled assay (AID 1209); purified PMI enzyme, coupled fluorescence intensity; higher % means a stronger effect; 0.42% of 190,000 active; inhibition, % at 20 µM, or IC50 in µM where a hit was titrated;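 also: plate controls were DMSO vehicle for no effect and wells lacking substrate for full effect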
KOR beta-arrestin-2: kappa opioid receptor blockers – cell-based, luminescence, uHTS (AID 1778). KOR beta-arrestin recruitment, luminescence, antagonist mode; higher % means a stronger effect. one-dose inhibition, % at 10 µM; IC50 in µM for titrated hits. 0.091% of 290,000 active; also: strong numbers were not always called active
NOD1 inhibition: inhibition of NOD1-driven NF-kB reporter – cell-based, luminescence, uHTS, primary screen (AID 1578) | NOD1-driven NF-kB luciferase reporter cells, luminescence; higher % means a stronger effect | inhibition, % at 4 µM; hits with a dose series show EC50 in µM | 1% of 290,000 active; in the data active = inhibition mostly above about 36%, no sharp cut-off; inactive = mostly below about 34%;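 also: HEK-293T reporter cells stimulated with the NOD1 agonist gamma-tri-DAP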
LYP phosphatase: inhibitors of LYP phosphatase, biochemical, fluorescence intensity, uHTS (AID 1779) | recombinant LYP phosphatase, fluorescence intensity; higher % means a stronger effect | one-dose inhibition, % at 11.5 µM; IC50 in µM for titrated hits | 0.054% of 290,000 active;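 also: plate controls were vehicle with enzyme for no effect and no enzyme for full effect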
TNAP activators: human TNAP enzyme activators, primary screen, biochemical, luminescent, no phosphate acceptor, uHTS (AID 1001). purified TNAP, luminescent activation assay, no phosphate acceptor; higher activation fold means a stronger effect. activation fold at 20 µM; hits with a dose series show EC50 in µM. 0.03% of 200,000 active; in the data active = activation fold from about 3, or a potency from the dose series; inactive = the rest, 99 in 100 with activation fold below about 1.6; also: many of its hits are not listed in these tables
An asterisk follows results filed as active; x = no result given; & = joins results of further samples; ! = not confirmed by another sample; [ ] = remark or other dose. Rule as the data show it, unless noted: active = inhibition above about 50%; inactive = the rest.

SMILES	HEK293 NOD2/NF-kB	PMI inhibition	XIAP antagonists	KOR beta-arrestin-1	PMI inhibitors	KOR beta-arrestin-2	NOD1 inhibition	LYP phosphatase	TNAP activators
c1ccc2[nH]c(-c3ccnc4ccccc34)nc2c1	-52%&-39%	51%*!	-0.9%&-2.5%	-4.3%&0.8%	-4%&49%	-16%&-45%	-49%&-47%	-5%&6%	1&1.1
Cc1ccc(C(=O)/C=C\NCc2ccccc2)cc1	-49%	-7%	-8.4%	1.7%	4%	-38%	-43%	0%	1
CN(C)c1nc(-c2cccnc2)nc(-c2ccccc2)c1C#N	-13%	x	x	-1.0%	x	-3%	-18%	-5%	x
CCOC(=O)N1CCC(NC(=O)C(NS(=O)(=O)c2ccc3c(c2)CCN3C(C)=O)C(C)C)CC1 (configuration not stated)	1%	14%	-2.1%	1.6%	13%	-21%	-2%	2%	1.1
CCOC(=O)c1c(C)[nH]c(C(=O)COC(=O)/C=C/c2ccc3c(c2)OCO3)c1C	4%	-10%	-3.3%	-3.2%	-1%	0%	-25%	-7%	1
CCOC(=O)c1sc(=NC(=O)COc2ccc(Cl)cc2)n(C)c1C	9%	-11%	-1.5%	-4.6%	-8%	-40%	-29%	-3%	1.1
CCc1ccc(-c2csc3ncn(CC)c(=O)c23)cc1	24%	3%	-3.4%	-12%	10%	-10%[20 µM]	-7%	-10%	1.1
CCCCNC(=O)c1cc(-c2ccc3c(c2)OCO3)on1	-117%	x	x	2.6%	x	0%	-10%	-11%	x
CC1CCc2nc(NC(=O)Cc3cccs3)sc2C1 (configuration not stated)	-49%	0%	-5.7%	5.6%	7%	-41%	-18%	-8%	1
COCc1cc(C)[nH]c(=O)c1C#N	-4%	-6%	-1.1%	4.1%	-4%	17%	-5%	-12%	1.2
Cc1ccc(CSCC(=O)N2CCCC2)cc1	-7%	6%	-2.1%	-1.0%	1%	-13%	-28%	-4%	1
CCOc1ccc(NC(=O)CCNC(=O)c2ccco2)cc1	-10%	x	x	0.0%	x	-23%	-3%	-9%	x
OC1C[N+]2(CCCCC2)C1	13%	10%	-3.7%	2.6%	14%	23%	-24%	0%	1.1
Cn1nc(-c2ccccc2)c(CO)c1Oc1cccc(C(F)(F)F)c1	-4%	-1%	-12%	-2.5%	4%	16%	-21%	3%	1.1
COc1cccc(CN2CCN(Cc3ccc(C)o3)CC2CCO)c1 (configuration not stated)	2%	-7%	-8.1%	4.9%	-4%	-48%	-22%	-7%	1
CCCCN(CC)CCCNC(=O)CS(=O)(=O)Cc1nc(-c2cccc(OC)c2)oc1C	-17%	-3%	-4.8%	-1.2%	2%	-23%	-17%	4%	0.9
CCCCSc1nnc(-c2c[nH]c3ccccc23)n1C	-19%	4%	-1.8%	-16%	-6%	18%	-60%	-9%	1.2
CC1Cc2ccccc2N1C(=O)C12CCC(C)(C(=O)C1)C2(C)C (configuration not stated)	13%	5%	-3.4%	-0.3%	3%	-11%	-13%	-10%	1.1
O=C(NCCO)c1nc(NCCO)c2ccccc2n1	12%	2%	-1.4%	0.2%	2%	-25%	2%	-9%	1
O=C(Nc1ccc(Cl)cc1F)c1cc(S(=O)(=O)N2CCCCC2)ccc1F	6%	-2%	-6.2%	-2.2%	-2%	7%	-8%	-3%	1
CCOC(=O)Cn1c(=O)oc2ccc(C)cc21	10%	0%	-0.8%	x	4%	-9%[20 µM]	-21%	-4%	1.1
CC(NC(=O)c1ccccc1Br)c1nnc(SCC(=O)NC2CCCCC2)n1C (configuration not stated)	2%	x	x	-1.5%	x	-15%	-25%	-9%	x
Cc1ccccc1C1c2[nH]c3ccccc3c2C[C@H]2C(=O)N(c3ccccc3C(=O)NCCCN3CCOCC3)C(=O)N12 (some centres not stated)	4%	x	x	-3.0%	x	-10%[20 µM]	9%	-9%	x
O=C(COc1ccc(S(=O)(=O)NC2CCCCC2)cc1Cl)NCc1ccc2c(c1)OCO2	-19%	16%	-2.0%	-2.9%	22%	-7%	-31%	-1%	1.1

Brought forward from above: six compounds; new compounds follow.
SMILES	HEK293 NOD2/NF-kB	PMI inhibition	XIAP antagonists	KOR beta-arrestin-1	PMI inhibitors	KOR beta-arrestin-2	NOD1 inhibition	LYP phosphatase	TNAP activators
O=C(NCCO)c1nc(NCCO)c2ccccc2n1	12%	2%	-1.4%	0.2%	2%	-25%	2%	-9%	1
O=C(Nc1ccc(Cl)cc1F)c1cc(S(=O)(=O)N2CCCCC2)ccc1F	6%	-2%	-6.2%	-2.2%	-2%	7%	-8%	-3%	1
CCOC(=O)Cn1c(=O)oc2ccc(C)cc21	10%	0%	-0.8%	x	4%	-9%[20 µM]	-21%	-4%	1.1
CC(NC(=O)c1ccccc1Br)c1nnc(SCC(=O)NC2CCCCC2)n1C (configuration not stated)	2%	x	x	-1.5%	x	-15%	-25%	-9%	x
Cc1ccccc1C1c2[nH]c3ccccc3c2C[C@H]2C(=O)N(c3ccccc3C(=O)NCCCN3CCOCC3)C(=O)N12 (some centres not stated)	4%	x	x	-3.0%	x	-10%[20 µM]	9%	-9%	x
O=C(COc1ccc(S(=O)(=O)NC2CCCCC2)cc1Cl)NCc1ccc2c(c1)OCO2	-19%	16%	-2.0%	-2.9%	22%	-7%	-31%	-1%	1.1
COc1ccccc1NC(=O)NCCCl	19%	-25%	-2.3%	-5.9%	-25%	-4%	-15%	-10%	1.1
O=C(O)c1c(Cl)c(Cl)c(Cl)c(Cl)c1C(=O)N1CCOCC1	10%	-40%	-1.0%	1.9%	-6%	15%	-28%	-7%	1.1
C[n+]1c2n(c3ccccc31)N=C(c1ccccc1)CS2	19%&40%	-6%&-7%	-7.6%&-2.7%	2.6%&-1.5%	-5%&-6%	-31%&11%	22%&5%	-5%&-5%	1&1.4
CNC(=O)c1cc(C(=O)c2ccccc2C(F)(F)F)c[nH]1	10%	0%	12%	-8.4%	3%	-32%[20 µM]	-19%	-8%	1.1
CCC(=O)NC(c1ccc([N+](=O)[O-])cc1)c1c(O)ccc2ccccc12 (configuration not stated)	9%	14%	-6.2%	-1.9%	16%	-33%	-24%	4%	1.1
COC(=O)CNc1ccc2c(c1)OCO2	-8%	39%	-6.7%	-3.5%	11%	-39%	-32%	-5%	1
O=C(NCCc1nc2ccc(Cl)cc2[nH]1)C1CCC(=O)N(Cc2cccc(F)c2)C1 (configuration not stated)	22%	x	x	-1.8%	x	20%	-33%	-6%	x
Oc1ccc(NCc2ccccc2OCc2ccccc2F)cc1	3%	25%	-2.5%	3.3%	40%	-9%	22%	-10%	1.1
COc1cc2c(N3CCOCC3)cc(O)c(CC(=O)Nc3ccccc3)c2cc1OC	6%	16%	-12%	1.9%	16%	4%	-15%	-2%	1
O=C(CCCCCN1C(=O)CCC1=O)Nc1ccc(Br)cc1F	-1%	-4%	0.7%	0.0%	-4%	16%	-9%	-3%	1.2
COc1ccc(N2CCN(C(=S)NC(=O)c3cccs3)CC2)c([N+](=O)[O-])c1	20%	-4%	-4.6%	-6.8%	-2%	5%	-10%	-1%	1.2
O=S(=O)(NCc1ccccc1Cl)c1ccc(-n2cccn2)cc1	17%	x	x	-2.5%	x	-18%	-14%	-5%	x
CCOC(=O)[C@@H]1[C@H]2COc3ccccc3[C@@H]2N2C(=O)N(c3cccc(Cl)c3)C(=O)[C@]12C	7%	x	x	4.6%	x	21%[20 µM]	-22%	-3%	x
COc1ccc(C)cc1NC(=O)CNC(c1ccccc1)c1ccccc1	-13%	x	x	2.9%	x	-13%	-12%	-1%	x
CN(C)c1cccc2c(S(=O)(=O)NCc3ccc(S(N)(=O)=O)cc3)cccc12	12%	x	x	-1.4%	x	8%	-4%	2%	x
CCn1c(CNC(=O)c2ccccc2Br)nnc1SCC(=O)NC1=NCCS1	-6%	x	x	0.3%	x	-35%	-2%	-6%	x
Cc1cccc(-c2nc(CS(=O)CC(=O)NCc3cccs3)c(C)o2)c1 (configuration not stated)	-1%	-11%	2.7%	-8.0%	-8%	-40%	-11%	-7%	1.1
CC1=CC2=NC(=O)/C(=C\c3ccc(-c4cccc(Cl)c4)o3)C(=N)N2O1	-23%	8%	-3.4%	44%	20%	-61%	-35%	-1%	1
CC(=O)Nc1ccc(C(=O)OCC(=O)Nc2c(F)cccc2F)cc1	4%	x	x	4.1%	x	26%	-5%	-4%	x
COc1ccc(S(=O)(=O)N2CCN=C2SCc2cccc(C)c2)cc1	-26%	x	x	12%	x	-18%	-17%	-9%	x
O=S(N1CCCCC1)C12CC3CC(CC(C3)C1)C2 (configuration not stated)	-14%	-21%	-5.8%	14%	-29%	4%	16%	-2%	0.9
Nc1cc(=O)[nH]c(SCC(=O)Nc2cccnc2Cl)n1	-22%	x	x	6.5%	x	-25%	27%	-3%	x
CC(=O)OCn1nnc2ccccc2c1=O	13%	12%	-6.5%	12%	7%	-4%	-5%	-8%	1.1
O=C(CN1CCN(S(=O)(=O)c2ccccc2F)CC1)Nc1ccccc1C(=O)c1ccccc1	13%	19%	-18%	5.7%	13%	14%	-25%	4%	1
COC(=O)c1ccc2c(=O)n(-c3ccccc3F)c(=S)[nH]c2c1	1%	-12%	-3.5%	1.6%	-15%	-8%	-22%	-2%	1.1
CN(C)c1cccc2c(S(=O)(=O)N3CCOCC3)cccc12	10%	-9%	-2.9%	-2.0%	3%	0%	0%	-8%	1.1
Cc1ccc(C(=O)C2=C(O)C(=O)N(Cc3ccco3)C2c2cccc(Br)c2)o1 (configuration not stated)	-4%	x	x	-1.4%	x	-12%	-6%	-6%	x
C=CCO/N=C/C1=C(O)C(C(=O)OC)C(C)(C)CC1=O (configuration not stated)	-21%	-17%	0.1%	x	-16%	-5%[20 µM]	13%	-7%	1.1
O=C(c1ccccc1)N(Cc1ccccc1)c1ccccn1	7%	14%	-5.2%	9.4%	5%	-12%	0%	-10%	1.1
CS(=O)(=O)Nc1ccc(C2=NN(C(=O)c3ccco3)C(c3ccc(F)cc3)C2)cc1 (configuration not stated)	-10%	8%	-2.5%	-4.1%	11%	-1%	-8%	5%	1.1
COc1ccc(N(CC(=O)N2CCN(Cc3ccccc3)CC2)S(C)(=O)=O)cc1OC	3%	x	x	0.7%	x	-28%[20 µM]	-13%	0%	x
O=C(CCN1C(=O)C2C3CC(C(Br)C3Br)C2C1=O)OCC(=O)c1cccc([N+](=O)[O-])c1 (configuration not stated)	-1%	x	x	5.7%	x	-10%	-8%	-3%	x
CCOc1nc(-c2ccccc2)ccc1-c1noc(COc2ccccc2)n1	12%	11%	-14%	-0.4%	-8%	1%	2%	0%	1.1
CC(C)(C)c1nn(-c2ccccc2)c2nc(Cl)c(C=O)cc12	6%	0%	1.0%	-3.7%	-2%	-8%	-30%	-11%	1.1
Cc1cccc(NC(=O)COC(=O)c2cccs2)c1C	-21%	x	x	2.6%	x	-39%	-9%	-8%	x
CN1CCc2c(sc(NC(=O)c3ccc(C(=O)c4ccccc4)cc3)c2C(N)=O)C1	24%	x	x	-3.9%	x	21%	-14%	-7%	x
CCOc1ccc(NC(=O)C(=O)NCCN2CCN(S(=O)(=O)c3ccc(C)cc3)CC2)cc1	4%	x	x	0.9%	x	-16%	-41%	4%	x
CCc1ccc(CNC(=O)CCCC(=O)n2nc(C)c3ccccc32)cc1	-8%	x	x	4.0%	x	-69%	-18%	-8%	x
Cc1ccc(S(=O)(=O)NC(=O)Nc2ccc(C)cc2C)cc1	-5%	x	x	-2.0%	x	3%	-16%	-6%	x
COCCNC(=O)CSc1nc2ccc(N3CCOCC3)cc2c(=O)n1Cc1ccc(OC)cc1	-50%	11%	-20%	-1.3%	7%	3%	-4%	-1%	1

An excerpt. The share of hits here may be higher or lower than overall.
